Lipid storage S3: qHTS Assay for Lipid Storage Modulators in Drosophila S3 Cells; Drosophila S3 cells, BODIPY lipid droplet fluorescence, 18-24 h; cells fed with added oleic acid; lipid storage change, negative = inhibition, % at the top dose, mostly 46.1 µM; hits show Potency in µM; hit rate 0.64% among 320,000; active = well fitted inhibition curve with a large enough effect in the signal ratio, with a control signal flat, not every such curve was filed as active; inconclusive = small, poorly fitted or top-dose-only effect, or effect the other way, or a change in a side signal; the % refers to the signal ratio
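Laser-scanning cytometry quantifies lipid droplet accumulation (500–530 nm total intensity; droplet/cell object ratio) in oleic acid-fed (400 uM added) Drosophila S3 cells treated with a concentration series. 20 uM Triacsin C defined 100% inhibition.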
Lipid storage S3 cell count max: also measured in Lipid storage S3; calls as there; cell number change, %; measured here: cell count max response;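 cells counted by Cell Tracker Red CMTPX staining in the red channel; peak over a dose series mostly up to 46.1 µM; percent activity relative to internal control wells on each plate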
* = called active by the depositor; i = inactive; ? = inconclusive; / = no result given; [ ] = another dose, or the depositor's remark. % is set by controls: 0 for no effect and ±100 for the full control effect; potency is the fitted concentration of half-maximal effect. The list is partial; the hit share may differ from the screen's.

The opening six records, ahead of the listing:
molecule	Lipid storage S3	Lipid storage S3 cell count max
CCC(=O)Nc1cccc(C(=O)N(Cc2ccccc2)Cc2ccccc2)c1	?	/
CCc1ccccc1NC(=O)CN1CCN(CC(=O)NCc2ccc(Cl)cc2)CC1	?	/
O=C(NCCCCCCNC(=O)c1ccccc1O)c1ccccc1O	?	/
Clc1ccc(-c2nc3ccccn3c2CN2CCOCC2)cc1	i	/
O=C(NC1CCCC1)C(c1ccncc1)N(C(=O)c1csnn1)c1cccc(F)c1 (stereo unspecified)	?	/
O=C(COc1ccc(Cl)cc1Cl)Nn1c(=S)[nH]c2ncccc2c1=O	6%	-7

This part in full, from the first entry:
molecule	Lipid storage S3	Lipid storage S3 cell count max
CCC(=O)Nc1cccc(C(=O)N(Cc2ccccc2)Cc2ccccc2)c1	?	/
CCc1ccccc1NC(=O)CN1CCN(CC(=O)NCc2ccc(Cl)cc2)CC1	?	/
O=C(NCCCCCCNC(=O)c1ccccc1O)c1ccccc1O	?	/
Clc1ccc(-c2nc3ccccn3c2CN2CCOCC2)cc1	i	/
O=C(NC1CCCC1)C(c1ccncc1)N(C(=O)c1csnn1)c1cccc(F)c1 (stereo unspecified)	?	/
O=C(COc1ccc(Cl)cc1Cl)Nn1c(=S)[nH]c2ncccc2c1=O	6%	-7
O=C(CC1Nc2cccc3cccc(c23)NC1=O)Nc1ccccc1 (stereo unspecified)	-1%	-7
Cn1ncc(Br)c1NC(=O)CSc1ccc(Cl)cc1	?	/
COc1ccc(S(=O)(=O)NCC(=O)N(CC(=O)NCc2ccco2)C2CCCC2)cc1	i	14
Cc1cccnc1NC(=S)Nc1ccc(Br)cc1Cl	?	/
Cn1cccc1/C=N/N1CCN(c2ccccc2)CC1	?	/
Cc1ccnc(-n2sc3ccccc3c2=O)n1	?	/
N#CC1(P(=O)(c2ccccc2)c2ccccc2)CC1	?	/
CCCCn1c(-c2csc3c2CCCC3)n[nH]c1=S	?	/
C#CCn1cc(C=C2C(=O)c3ccccc3C2=O)c2ccccc21	4%	6
COc1ccc(NC(=O)c2cc3ccc4c5ccccc5[nH]c4c3cc2O)cc1	?	/
O=C(c1ccc(Cl)c(S(=O)(=O)N2CCOCC2)c1)N(Cc1ccco1)Cc1cccs1	?	/
CC1CCCN(S(=O)(=O)Cc2ccc(Cl)cc2)C1 (stereo unspecified)	?	/
CC1(C)Cc2c(sc(NC(=O)C(=O)N3CCCC3)c2C(=O)O)CO1	22%	/
CC1=C(C(=O)OC(C)C)C(c2cccnc2)C2=C(CC(C)(C)CC2=O)N1 (stereo unspecified)	8%	-5

Continued:
molecule	Lipid storage S3	Lipid storage S3 cell count max
O=c1c2ccccc2cnn1Cc1ccc(Br)cc1F	?	/
CC(C)(C)C(=O)COC(=O)C1=NN(c2ccccc2)C(=O)CC1	2%	-14
CN(C(=O)CSc1nnc(CNC(=O)c2ccccc2)o1)c1ccccc1	15%	2
CCn1nc(C(=O)NCc2ccco2)c(Cl)c1Cl	i	66
CC(=O)N1CC(=O)N(Cc2ccccc2)/C(=C/c2ccccc2)C1=O	?	/
CN(C)S(=O)(=O)c1cccc(NC(=O)CSc2nc3ccccc3[nH]2)c1	12%	21
Cn1cc(Cl)c(C(=O)NNC(=S)NC2CCCCC2)n1	?	/
CNC(=S)NNC(=O)c1ccc(=O)n(Cc2ccc(Cl)cc2Cl)c1	15%[9.22 µM]	-1
NCCCC[C@H]1CNC(=O)C(=O)N1CCC12CC3CC(CC(C3)C1)C2	-13%	-10
O=C(Oc1ccc(-c2cn3c(n2)SCC3)cc1)c1ccccc1	i	/
C/C(=N\NC(=O)c1ccc2ccccc2c1)c1cccs1	-19%	12
Cc1ccc(S(=O)(=O)N2[C@@H](c3cccc(Cl)c3)C(C(=O)O)=CC[C@H]2c2ccc(C(C)C)cc2)cc1	?	/
O=C(c1cc(Br)c(Br)s1)N1CCOCC1	?	/
C=CCn1nnnc1SCC(=O)Nc1ccccc1C(=O)OC	?	/
O=C(NCc1cccs1)C1CCN(S(=O)(=O)c2ccc3c(c2)OCCO3)CC1	-2%	9
CN(C)CCNc1nc2c(c(=O)[nH]c(=O)n2C)n1CC(O)COc1ccc(Cl)cc1Cl (stereo unspecified)	19%	-6
FC(F)(F)c1cc(Oc2ccc(Cl)cc2)ncc1-c1nnc(-c2ccc(Cl)cc2)o1	-4%	10
CC(C)CNC(=O)c1ccccc1N(Cc1ccccc1)S(C)(=O)=O	i	-8
CN(C)C(=S)c1ccccc1	0%	2
O=C(Nc1ccccc1N1CCOCC1)c1cccc([N+](=O)[O-])c1	?	/

Further structures
molecule	Lipid storage S3	Lipid storage S3 cell count max
Fc1ccc(NC(=S)Nc2cccnc2)c(Cl)c1	-17%	-10
CS(=O)(=O)c1ncc(Cl)c(C(=O)Nc2ccc(N3CCOCC3)cc2)n1	?	/
CC(C)NC(=O)C1c2ccccc2Oc2ccccc21	?	/
O=C(O)C1C2C=CC(C2)C1C(=O)OCC1CCCO1 (stereo unspecified)	?	/
C/C(CCc1ccccc1)=N\NC(=S)NCCc1ccccc1	?	/
N/C(=N\OS(=O)(=O)c1cccc([N+](=O)[O-])c1)c1ccncc1	?	/
Cc1ccccc1CSc1ccc(-c2ccc3c(c2)OCO3)nn1	?	/
Oc1cccc(C(O)CNCc2ccc(OCc3ccc(Cl)cc3Cl)cc2)c1 (stereo unspecified)	21%	-9
Cc1cc(C)n(C(=O)Cn2nc(C)c(Br)c2C)n1	?	/
COc1ccc(N(CC(=O)NC2CCCC2)C(=O)c2ccc(N3CCCCC3)nc2)cc1	?	/
COC(=O)NC1(C(=O)O)CCCC1	13%	-2
CS(=O)(=O)c1ccc(NC(=O)c2cccc(S(=O)(=O)N3CCN(Cc4ccccc4)CC3)c2)cc1	?	/
O=C1Nc2ncccc2OC1CCCl (stereo unspecified)	10%	12
O=c1/c(=C\c2cccn2-c2ccccc2)sc2nc3ccccc3n12	2%	8
CCn1c(SCc2ccccc2)nc2cc(OC)c(OC)cc2c1=O	?	/
O=C(NCc1cccs1)C(=O)NCC1OCCCN1S(=O)(=O)c1cc(F)ccc1F (stereo unspecified)	?	/
CCn1cc(NC(=O)CCl)c(C)n1	?	/
COc1ccc2nc(C)cc(SCC(=O)N/N=C/c3ccc(O)cc3O)c2c1	?	/
O=C(NCCC1CCCCN1S(=O)(=O)c1ccccc1)C(=O)Nc1ccc(F)cc1F (stereo unspecified)	?	/
CCc1ccc(-c2nc(CSCC(=O)NCCCN3CCCC3=O)c(C)o2)cc1	?	/

Other structures.
molecule	Lipid storage S3	Lipid storage S3 cell count max
CCOC(=O)C1=C(C(F)(F)F)Nc2ncnn2C1c1cc(OC)ccc1OC (stereo unspecified)	?	/
O=C(COc1ccccc1/C=C1/NC(=O)NC1=O)Nc1ccccc1	?	/
Cc1cc(OCC(=O)N2CCN(c3ccccc3)CC2)c2c(C)cc(=O)oc2c1	-18%	5
O=C(C1CCCO1)N1CCN(S(=O)(=O)c2cccc3nsnc23)CC1 (stereo unspecified)	?	/
Cc1cccc(N(C(=O)c2csnn2)C(C(=O)NCc2ccccc2)c2cccs2)c1 (stereo unspecified)	?	/
CCCNC(=O)C1CN(S(=O)(=O)c2ccccc2)CCN1S(=O)(=O)c1ccccc1 (stereo unspecified)	i	-5
CC(=O)CCc1ccc(Oc2nc(-c3cccnc3)nc3ccccc23)cc1	?	/
CN(CC(=O)NCc1ccccn1)S(=O)(=O)c1ccc2ccccc2c1	25%	14
CC(=O)NC(CC(=O)N1CCN(C(C)=O)CC1)c1ccccc1 (stereo unspecified)	?	/
CC(C)Nc1cc(C(C)(C)C)nc2c(-c3ccccc3)cnn12	?	/
Cc1noc(C)c1C(=O)OCC(=O)N(C)C1CCS(=O)(=O)C1 (stereo unspecified)	-5%	-15
O=[N+]([O-])c1cccc(-c2n[nH]c(=S)n2Cc2ccccc2)c1	?	/
COCCN(C(=O)COC(=O)Cc1cccc(OC)c1)c1c(N)n(Cc2ccccc2)c(=O)[nH]c1=O	?	/
COc1ccc(NC(=O)NCCCN2CCN(c3ccccc3F)CC2)cc1	0%	/
CC(=O)Oc1ccc(C(=O)O)cc1OC(C)=O	?	/
COc1ccccc1C(=O)Nc1ccnn1C1CCN(Cc2cnn(C)c2C)CC1	3%	10
Cc1ccc(C2=C/C(=C/c3cccs3)C(=O)O2)cc1	15%	1
Cn1cnnc1SCC(=O)Nc1cc(S(=O)(=O)N2CCCCCC2)ccc1Cl	?	/
CC(C)CN(C(=O)COC(=O)CCC(=O)c1ccc(F)cc1)c1c(N)n(Cc2ccccc2)c(=O)[nH]c1=O	4%	4
CC(=O)c1cccc(NC(=O)c2ccncc2)c1	11%	3

(listing goes on)
molecule	Lipid storage S3	Lipid storage S3 cell count max
COC(=O)Cc1ccc(OCC(=O)Nc2ccc(OC(F)(F)F)cc2)cc1	?	/
CCOC(=O)C1(Cc2cccc(F)c2)CCN(Cc2c(C)nn(CC)c2C)CC1	5%	0
Cc1cc2ccccc2n2c(SCC(=O)Nc3ccc(S(=O)(=O)N4CCCCC4)cc3)nnc12	?	/
CC1CN(C(=O)N[C@@H](Cc2ccccc2)C(=O)O)CC(C)O1 (stereo partly specified)	?	/
CC(=O)NN1C(=O)c2ccc(Oc3ccc4c(c3)C(=O)N(NC(C)=O)C4=O)cc2C1=O	i	25
COc1cc(Cl)c(C)cc1NC(=O)Cc1cccs1	?	/
Cc1ccc(S(=O)(=O)N2CC(=O)Nc3ccccc32)cc1	?	/
COc1ccccc1NC(=S)N(Cc1ccccc1)Cc1cccnc1	4%	12
CCc1ccc(S(=O)(=O)Nc2ccncc2)cc1	i	-6
CCOC(=O)N1CCN(C(=O)C2CCC(=O)N(Cc3cccc(C(F)(F)F)c3)C2)CC1 (stereo unspecified)	14%	19
COc1ccc(/C=C/C(=O)N2CCN(c3ccccc3)CC2)cc1S(=O)(=O)N1CCOCC1	21%	/
CCCCNC(=O)Cn1nc(C)c(S(=O)(=O)N2CCOCC2)c1C	?	/
CCCn1nnc(NC(=S)NC(=O)/C=C/c2ccco2)n1	?	/
Cc1ccc(-c2cc(C(=O)Nc3cc(C)on3)no2)cc1	10%	6
O=C(C1=NN[C@@H]2C(=O)N(c3ccccc3C(F)(F)F)C(=O)[C@H]12)C(c1ccccc1)c1ccccc1	-3%	1
CCCn1c(N)c(C(=O)CSc2n[nH]c(-c3ccc(C)cc3)n2)c(=O)[nH]c1=O	?	/
CCN(Cc1cn2cccnc2n1)C1CCCCC1	?	/
O=C(CN1CCSCC1)N/N=C/c1ccc(F)cc1	?	/
FC(F)(F)c1cc(-c2ccccc2)nc2ncnn12	5%	-11
CCn1c(SCC(=O)O)nnc1-c1ccc(S(=O)(=O)N2CCCC2)cc1	?	/

Next structures
molecule	Lipid storage S3	Lipid storage S3 cell count max
Cc1noc(NS(=O)(=O)c2ccc(NC(=O)CSc3nnc(-c4ccccc4)n3C3CCCCC3)cc2)c1C	?	/
COc1ccc(C(=O)NCc2ccc(N3CCN(C(=O)OC(C)(C)C)CC3)cc2)cc1	?	/
Cc1cccc(C)c1NC(=O)CCc1nnc2ccc(N3CCCC3)nn12	?	/
COC(=O)c1ccccc1NC(=S)N(Cc1ccc2c(c1)OCO2)Cc1cc2cccc(C)c2[nH]c1=O	2%	-14
OC(COc1ccc(OCc2ccccc2)cc1)CN1CCCCC1 (stereo unspecified)	?	/
COC(=O)C(NC(=O)c1ccccc1C)(Nc1ncc(S(=O)(=O)c2ccc([N+](=O)[O-])cc2)s1)C(F)(F)F (stereo unspecified)	0%	-2
Cc1ccc(S(=O)(=O)N2CCCCC2)cc1NC(=O)COC(=O)c1cc[n+]([O-])cc1	23%	32
COCCN(C(=S)Nc1ccccc1OC)C(C)c1cccs1 (stereo unspecified)	19%	10
COc1ccc2nc(NC(=O)c3ccc(F)cc3)sc2c1	i	16
O/N=C/c1cccn1-c1ccc(O)cc1	22%	0
C(=N/Nc1cc(N2CCOCC2)nc(N2CCOCC2)n1)/c1ccccc1	?	/
CCOc1ccc(OCCSc2nnnn2C2CCCCC2)cc1	?	/
COc1ccc(-n2c(SCC(=O)NCc3cccs3)nc3[nH]ncc3c2=O)cc1	1%	8
COc1cccc(C(=O)Nc2nnc(SCC(=O)NC3CCCC3)s2)c1	?	/
O=C(NCCCn1ccnc1)c1cc(-c2cccs2)on1	-16%	0
COC(=O)CC(c1ccc(OC)c(OC)c1)c1ccc(OC)c(OC)c1	i	/
CCC(C)(C)NC(=O)C(c1cccn1C)N(C(=O)Cn1nnc2ccccc21)c1ccc(OC)cc1OC (stereo unspecified)	?	/
CCN1/C(=C/C=C/c2oc3ccc4ccccc4c3[n+]2CC)Oc2ccc3ccccc3c21	?	/
CCOC(=O)CSc1nnc(-c2ccc(S(=O)(=O)N3CCOCC3)cc2)n1-c1ccccc1	?	/
CC1(OC(=O)C2CCCC2)C(=O)C=C2C=C3CCCCN3C=C2C1=O (stereo unspecified)	-1%	-17
CCOC(=O)N1CCN(S(=O)(=O)c2ccc(C(=O)N(CCCN(C)C)c3nc4ccc(OC)cc4s3)cc2)CC1	?	/

Screening results from PubChem.
